Source: PubChem (University of Kansas High Throughput Screening Laboratory)
mHTT CaM bind: disrupts binding of mutant huntingtin to calmodulin; actives 3.6% (n = 190,000); P42858; inhibition, % at 15 µM; AlphaScreen His-mHTT/GST-CaM binding, luminescence; AID 1671202;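 also: 0% = both proteins with DMSO and 100% = one protein alone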
Pf apPOL block: Pf-apPOL DNA polymerase inhibition; Recombinant Pf-apPOL, molecular beacon fluorescence, 1.5 h; inhibition, % at 10 µM; actives 0.25% (n = 210,000); AID 1794808
* marks the source's active call; other numbers are inactive results; . = not tested or not shown; & = joins results of further samples. Rule as the data show it: active = inhibition above about 50%; inactive = the rest.

Fields: mHTT CaM bind, Pf apPOL block
> Cc1ncc([N+](=O)[O-])n1CC(=O)Nc1ccc(F)cc1
→ 2&-4, -4&-8
> COc1ccc(-n2c(SCc3nc(-c4ccc(C)cc4)no3)nnc2-c2ccncc2)cc1
→ ., 7
> Cc1ccccc1NC(=O)C1C(c2cccs2)C(C#N)=C(SCC(N)=O)NC1(C)O (stereo not drawn)
→ 6, 2
> CSc1cccc(N2C(=O)c3cccc4cc([N+](=O)[O-])cc(c34)C2=O)c1
→ ., -1
> O=[N+]([O-])c1ccc2[nH]c3c(c2c1)CCCC3NC1CCN(CCc2ccccc2)CC1 (stereo not drawn)
→ 100*, -1
> CCOCCCNC(=O)CN1C(=O)/C(=C/c2ccccc2F)Sc2ccccc21
→ 19, 2
> CN(C)C(=O)c1cc2c(s1)CCC(C(=O)NCCN(C)C1CCCCC1)C2 (stereo not drawn)
→ 5, -1
> CC(C)c1noc(COC2CCN(C(=O)NCc3ccco3)CC2)n1
→ 10, 1
> COc1ccccc1-c1cc(C(=O)NCCN2CCOCC2)no1
→ 0, 1
> CN(C)S(=O)(=O)c1ccc(C(=O)Nc2ccc([N+](=O)[O-])cc2)cc1
→ -10, 2
> CCc1ccccc1N(CC(=O)N1CCN(c2ccc(OC)cc2)CC1)S(C)(=O)=O
→ 5, -5
> Cc1ccc(C)c(CN2C(=O)NC3(CCN(C(=O)c4ccc(F)c(F)c4)CC3)C2=O)c1
→ 28, -7
> CC(C)NC(=O)C1CCN(c2nc3ccc(-c4cccs4)nc3s2)CC1
→ 29, 6
> Cc1ccccc1CN1CCCN(c2cccc(NC(=O)c3cccs3)c2)C1=O
→ 10, -3
> CC(C)CNC(=O)CCc1ccc2cc[nH]c2c1
→ 6, -4
> COc1ccc(CNC(=O)N2CC3CC(NS(=O)(=O)c4cccs4)C2C3)cc1 (stereo not drawn)
→ 5, -3
> Cc1cccc(-c2nc(-c3cccnc3)no2)c1
→ -14, -8
> Cc1cc(NC(=O)C(=O)NCCCn2ccnc2)no1
→ 22, -5
> Cc1nc(-c2cccc(-c3noc(COc4ccc(F)cc4)n3)c2)cs1
→ -13, 0
> CC1CCCN(C(=O)C2CCN(c3cnn(Cc4ccccc4)c(=O)c3)CC2)C1 (stereo not drawn)
→ 19, -8
> O=C(CSC1=NC(=O)C(c2ccccc2)C(=O)N1)Nc1nncs1 (stereo not drawn)
→ -5, 3
> COCC(=O)N1CCc2c(c(C(=O)NCc3ccc(F)cc3)nn2C)C1
→ -2, -9
> O=c1c([N+](=O)[O-])c(Cl)c2ccccc2n1Cc1ccccc1
→ 5, 1
> COc1cccc(C=C2Oc3c(ccc4c3CN(c3ccc5c(c3)OCCO5)CO4)C2=O)c1
→ 47, 3
> CCCCC1CCC(C(=O)Nc2c3c(nn2-c2ccc(OC)cc2)CS(=O)(=O)C3)CC1 (stereo not drawn)
→ 58*, 1
> O=c1c2sccc2nc(SCc2cc(=O)n3cc(Br)ccc3n2)n1C1CC1
→ 16, -5
> CCSc1c(C(=O)Nc2ccccc2)ccc2c1C(=O)c1ccccc1C2=O
→ 15, -2
> COc1ccc(-n2c(=O)c3c4c(sc3n3cnnc23)CCCC4)cc1
→ 7, 1
> O=C(NC1CCCCCC1)c1ccc(-c2cncnc2)nc1
→ -4, 4
> CCCCOc1ccc(C(=O)Nc2cc([N+](=O)[O-])ccc2C)cc1
→ -2, -1
> COCCC1CCN(C(=O)Cc2c(C)noc2C)CC1
→ -2, -5
> CCCOc1ccc(C=CC(=O)O)cc1
→ 0, -4
> Cc1cc([N+](=O)[O-])nn1CC(=O)N1CCN(C)CC1
→ -2, -2
> CCC(C)Sc1oc(-c2ccco2)nc1S(=O)(=O)c1ccc(C)cc1 (stereo not drawn)
→ -8, -1
> CCC(C)NC(=O)C1CC(c2ccccc2)CN(C(=O)c2ccccc2)C1 (stereo not drawn)
→ 8, 2
> CC(C)Cn1c(C2CCN(C(=O)c3cc(-c4cccs4)[nH]n3)C2)nc2ccncc21 (stereo not drawn)
→ 43, 2
> COc1ccc(C2=NC3(CCN(CC(=O)NCc4cccc(OC)c4)CC3)NC2=O)cc1
→ 10, 0
> CCS(=O)(=O)Nc1ccc(C2(C(=O)NCc3cccc(F)c3)CCCCC2)cc1
→ -6, 4
> CCOC1=NN(c2ccc([N+](=O)[O-])cc2)C(=O)/C1=C\c1ccc(OC)c(OC)c1OC
→ 7, 0
> COc1cc(NC(=O)c2cc3nc(-c4ccco4)cc(C(F)(F)F)n3n2)cc([N+](=O)[O-])c1
→ 9, 0
> O=C(c1ccc(Br)cc1)N1N=C2CCCCC2C1(O)C(F)(F)F (stereo not drawn)
→ -21, 4
> O=C(CCCn1nnc2ccccc2c1=O)NCc1cccc(Cl)c1
→ -82, -2
> CCCCN(C)c1nc(-c2ccc([N+](=O)[O-])cc2)nc2ccccc12
→ -4, -4
> CCCNC(=O)N1CC(c2nc(-c3ccccc3)no2)C2(CCOCC2)C1 (stereo not drawn)
→ 6, -3
> COc1cc(O)c(CN2CCN(C)CC2)c2oc(-c3ccccc3)cc(=O)c12
→ -4, -9
> Cc1ccc(NC(=O)Nc2cccn3nc(C4CC4)nc23)cc1
→ 2, 0
> COc1ccccc1C=C1Oc2c(ccc(O)c2CN2CCCCC2)C1=O
→ 5, -8
> O=C1N(Cc2cc(=O)n3ccccc3n2)c2ccccc2C12OCCCO2
→ 52*, -8
> CCCn1ncc(N2CCC(C(=O)NCCCOC(C)C)CC2)cc1=O
→ 0, -5
> CCOC(=O)N1CCN(Cc2c(F)cccc2F)CC1
→ -3, -4
> Cn1nc(-c2ccc(N3CCCCC3)c(NS(C)(=O)=O)c2)c2ccccc2c1=O
→ 2, -11
> COc1ccc(C(=O)c2ccc([N+](=O)[O-])cc2)cc1S(N)(=O)=O
→ -2, -2
> Cc1nc(CNC(=O)C2CCCN2S(=O)(=O)c2c(C)noc2C)cs1 (stereo not drawn)
→ -1, 4
> O=C(CN1C(=O)/C(=C/c2cccc(Cl)c2)Sc2ccccc21)NCc1cccnc1
→ 25, -13
> O=C(c1cccn2c(=O)c3ccc(Cl)cc3nc12)N1CCN(c2ccccn2)CC1
→ 9, -11
> O=C(NCc1ccccc1)C(Cc1ccccc1)N1C(=O)C2C3C=CC(C3)C2C1=O (stereo not drawn)
→ 1, -2
> O=S(=O)(C1CC1)N1CCCC2(C1)Nc1ccccc1NC2=NCc1ccccc1 (stereo not drawn)
→ 62*, -5
> CCN1CCCC1CNC(=O)C(NC(=O)C1CCC(C)CC1)C(C)C (stereo not drawn)
→ 7, -11
> CCCNC(=O)c1cc2nc(-c3ccccc3)cc(C(F)(F)F)n2n1
→ -5, 5
> Cc1cc(C2=CSC3=NCCN23)ccc1Cl
→ ., -11

Compound profiles (already shown):
CCOC(=O)N1CCN(Cc2c(F)cccc2F)CC1 across the screens: mHTT CaM bind: -3; Pf apPOL block: -4
CCCNC(=O)c1cc2nc(-c3ccccc3)cc(C(F)(F)F)n2n1 across the screens: mHTT CaM bind: -5; Pf apPOL block: 5

Next results
Fields: mHTT CaM bind, Pf apPOL block
> CCCCC(=O)N(c1ccc(OC)cc1OC)C1C=CS(=O)(=O)C1 (stereo not drawn)
→ -6, -3
> COc1ccccc1CC(=O)N1CCCn2cc(-c3ccccc3)nc21
→ 36, -3
> Cc1cccc(NC(=O)c2ccc(Br)o2)n1
→ -3, -10
> Cc1cccc(CNC(=O)c2c(C)noc2-c2ccc(OC(F)(F)F)cc2)c1
→ -13, 4
> COc1ccc(-c2coc3cc4oc(=O)cc(-c5ccccc5)c4cc23)cc1
→ 1, -4
> CCOc1ccc(C(=O)Nc2ccc(Cl)cn2)cc1Br
→ 3, -2
> Cc1cc(O)c(CN(C)C)c2c1C(=O)C(=Cc1cccnc1)O2
→ 2, -8
> Cc1cccc(OCC(=O)Nc2cccc(-c3nc4ncccc4o3)c2)c1
→ 4, -6
> CN(CC(=O)N1CCCC1=O)Cc1ccccc1
→ -5, -2
> COc1ccc(C2CC(=O)C3=C(C2)Nc2ccccc2NC3c2ccccc2[N+](=O)[O-])cc1OC (stereo not drawn)
→ 25, 2
> CCN(C)C(=O)c1ccccc1N1CCC(NC(=O)c2ccccc2F)CC1
→ 0, -13
> CC(C)c1nc2c(c(=O)n1CC(=O)Nc1ccccc1F)CCN(Cc1ccccc1)C2
→ 9, -1
> O=C(Nc1cccc(F)c1)c1ccc(CN2CCOCC2)cc1
→ -4, 7
> COc1ccc(Cl)cc1N1CCN(C(C)C(=O)Nc2ccc(C)cc2)CC1 (stereo not drawn)
→ 99*, 0
> O=C(c1cc2c(s1)CCCC2)N1CCN(c2ccccc2)CC1
→ 8, -1
> O=[N+]([O-])c1cccc(C2=N[C@@H](Cc3ccccc3)CO2)c1
→ 12, -8
> Cc1c(-c2ccccc2)sc2nc[nH]c(=O)c12
→ ., 8
> O=c1[nH]c2ccccc2nc1C=C(O)c1cccs1
→ -4, 0
> CCN(CC)c1ccc2cc(C(N)=O)c(=Nc3ccc(C(F)(F)F)cc3)oc2c1
→ 2, -10
> Cc1ccc(S(=O)(=O)N2CCC(c3nc4cccnc4n3C)C2)cc1Cl (stereo not drawn)
→ 1, -2
> CN(Cc1ccco1)C(=O)c1ccc2c(c1)N(Cc1ccccc1F)C(=O)c1ccccc1S2
→ 26, -20
> O=C(COc1ccc(Cl)cc1)Nc1cc(F)c2nc(N3CCOCC3)ccc2c1
→ -13, -3
> O=C(Nc1ccccc1NC(=O)C1CC(=O)N(c2ccc(F)cc2)C1)c1ccccn1 (stereo not drawn)
→ -15, 2
> Cc1ccc(CNC(=O)CN2N=C(c3ccc(Cl)cc3)CCC2=O)cc1
→ 41, -16
> OCC1(CO)COC2(CCCCC2)N1
→ -7, .
> CCc1ccccc1NC(=O)c1cc(CC)n2nccc2n1
→ -44, 0
> Cc1cccn2c(=O)c3cc(C#N)c(=N)n(C4CCCCC4)c3nc12
→ -4, -7
> COCC(=O)N1CCCC(c2nc(CCNC(=O)C3CC3)cs2)C1 (stereo not drawn)
→ -1, -4
> COc1ccc(C2CC(C(F)(F)F)n3nc(C(=O)NCc4cccs4)cc3N2)cc1 (stereo not drawn)
→ 5, -4
> Cn1cc2c3c(cccc31)CN(C(=O)Cc1cccc(F)c1)CC2
→ 53*, -1
> COc1ccc(/C=C2\SC(=O)N(CN3CCCC3)C2=O)cc1OC
→ 11, -10
> N#Cc1c(C(F)(F)F)cc(-c2ccc3c(c2)OCCO3)nc1SCc1ccccn1
→ -10, -4
> Cc1oc(C(C)(C)C)cc1C(=O)Nc1cccc(C(=O)O)c1
→ 6, -7
> O=C(Nc1ccc(S(=O)(=O)N2CCCCC2)cc1)C(F)(F)F
→ -5, -34
> CC1=Nc2ccc(Br)cc2C(c2ccccc2Cl)N1CC(=O)NN (stereo not drawn)
→ 21, 1
> O=C(c1cc(-c2ccc3ccccc3c2)on1)N1CCCC1
→ -6, -4
> Cc1cc(C)c(CSCCNC(=O)NC(C)(C)C)c(C)c1
→ ., 0
> Cn1nc(C(=O)N2CCCC2c2ccccc2Cl)cc1C(F)(F)F (stereo not drawn)
→ -3, 3
> CC(C)(C)OC(=O)COc1ccc2c(c1)OC(=Cc1cccc(F)c1)C2=O
→ 11, 6
> CC1CCCN(CC(O)COCCC23CC4CC(CC(C4)C2)C3)C1 (stereo not drawn)
→ -5, -1
> Cc1cc(OCC(=O)Nc2ccc(C)c(F)c2)nc(N2CCCCC2)n1
→ -5, 0
> COc1cccc(CNC(=O)N2CCCC2c2ccc(F)cc2)c1 (stereo not drawn)
→ 1, -4
> COc1cccc(C=C2Oc3cc(OC(C)C(=O)O)ccc3C2=O)c1 (stereo not drawn)
→ 5, -8
> Fc1cccc(-c2nnc3ccc4ccccc4n23)c1
→ -4, 0
> N#Cc1cccc(-c2cn3c(n2)N(C(=O)C2CCC2)CCC3)c1
→ 10, -7
> O=C(CCn1c(=O)oc2ccc(Cl)cc21)Nc1ccc2c(c1)OCCO2
→ -11, 2
> COc1cccc(/C=C2\SC(=N)N(c3nonc3N)C2=O)c1
→ 4, -3
> CN1C(=O)/C(=c2\sc3nc(=O)c(Cc4ccccc4)nn3c2=O)c2ccccc21
→ -6, -3
> CCCCC(=O)NC1CC(O)C(CO)C1 (stereo not drawn)
→ -4, -11
> Cc1cc(C)c(OCC(=O)Nc2ccccc2F)c([N+](=O)[O-])c1
→ -1, -14
> CC(C)c1cc(C(=O)Nc2ccc(F)c(F)c2)nc2ccnn12
→ -35, 0
> COc1cccc(-c2cn3c(n2)N(C(=O)Cn2ccnc2)CCC3)c1
→ 28, 3
> COc1cc(S(=O)(=O)NCCOC23CC4CC(CC(C4)C2)C3)c(OC)cc1Cl
→ -2&-7, -2
> Cc1nn(-c2ccccc2)cc1C=Nn1c(-c2ccncc2)n[nH]c1=S
→ ., -2
> Cc1cccc(NC(=O)C2CCCN(C(=O)c3cccc(Cl)c3)C2)c1 (stereo not drawn)
→ 29, 3
> Cc1csc(NCc2cccnc2)[n+]1C
→ ., -7
> CC(C)(Oc1ccc(Cl)cc1)C(=O)Nc1ccc(Br)cc1F
→ -39, -12
> CNC(=O)CCS(=O)(=O)Cc1ccc(Cl)cc1
→ 0, -16

Quoted from the entries so far for reference:
Fields: mHTT CaM bind, Pf apPOL block
> N#Cc1cccc(-c2cn3c(n2)N(C(=O)C2CCC2)CCC3)c1
→ 10, -7
> O=C(CCn1c(=O)oc2ccc(Cl)cc21)Nc1ccc2c(c1)OCCO2
→ -11, 2
> COc1cccc(/C=C2\SC(=N)N(c3nonc3N)C2=O)c1
→ 4, -3
> CN1C(=O)/C(=c2\sc3nc(=O)c(Cc4ccccc4)nn3c2=O)c2ccccc21
→ -6, -3
> CCCCC(=O)NC1CC(O)C(CO)C1 (stereo not drawn)
→ -4, -11
